Screens as filed in PubChem.
BoNT F protease = inhibitors of Botulinum neurotoxin F light chain protease | Multiplex microsphere protease cleavage assay, flow cytometry | inhibition, % at 10 µM | 360,000 compounds, 0.22% hits | AID 588497; in the data active = inhibition above about 35%, passing the limit was not always enough; inconclusive = no clear call, values can overlap the other calls; note: plate controls were buffer without enzyme for full effect and enzyme alone for no effect
FBA Mtb inh = inhibitors of M. tuberculosis fructose-bisphosphate aldolase | P9WQA3 | purified M. tuberculosis FBA, fluorescence read-out | inhibition, % at 1 µM | 360,000 compounds, 2.3% hits | AID 588726; in the data active = inhibition above about 27%;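 note: 0% = vehicle and 100% = reference inhibitor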
Anthrax LF prot = anthrax lethal factor protease inhibition; 360,000 compounds, 0.12% hits; inhibition, % at 10 µM; multiplex microsphere protease cleavage assay, LF; P15917; AID 588501; note: plate controls were buffer without enzyme for full effect and enzyme alone for no effect
Target sequence (P15917 whole entry, looked up): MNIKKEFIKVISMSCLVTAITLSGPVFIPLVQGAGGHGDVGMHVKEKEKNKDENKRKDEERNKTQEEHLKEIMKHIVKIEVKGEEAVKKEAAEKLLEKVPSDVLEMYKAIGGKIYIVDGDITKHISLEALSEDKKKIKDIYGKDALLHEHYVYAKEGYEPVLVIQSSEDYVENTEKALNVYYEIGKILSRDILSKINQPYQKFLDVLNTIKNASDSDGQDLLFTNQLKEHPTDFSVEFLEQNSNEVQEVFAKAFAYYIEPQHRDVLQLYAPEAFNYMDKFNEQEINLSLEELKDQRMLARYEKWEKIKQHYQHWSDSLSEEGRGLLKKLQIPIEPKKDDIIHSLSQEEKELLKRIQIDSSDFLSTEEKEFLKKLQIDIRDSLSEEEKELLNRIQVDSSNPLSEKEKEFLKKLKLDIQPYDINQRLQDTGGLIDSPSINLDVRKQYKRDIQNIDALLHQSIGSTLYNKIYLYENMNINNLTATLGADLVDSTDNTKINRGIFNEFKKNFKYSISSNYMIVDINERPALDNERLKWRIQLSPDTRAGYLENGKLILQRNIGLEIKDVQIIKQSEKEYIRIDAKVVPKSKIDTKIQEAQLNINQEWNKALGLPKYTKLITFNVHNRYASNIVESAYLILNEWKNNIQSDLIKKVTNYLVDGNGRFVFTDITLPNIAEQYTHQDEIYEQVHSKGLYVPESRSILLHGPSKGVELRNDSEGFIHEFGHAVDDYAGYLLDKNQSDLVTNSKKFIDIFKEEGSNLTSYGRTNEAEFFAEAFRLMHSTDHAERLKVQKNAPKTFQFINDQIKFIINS
BioA inh = inhibitors of Mycobacterium tuberculosis BioA enzyme; 360,000 compounds, 0.096% hits; AID 602481; inhibition, % at 9.99 µM; purified M. tuberculosis BioA enzyme, plate reader; in the data active = inhibition above about 40%; inconclusive = no clear call, values can overlap the other calls
PfHsp40 rescue = rescue of PfHsp40-mediated yeast toxicity; S. cerevisiae expressing PfHsp40, growth rescue, ATP luminescence; growth rescue, % at 12.5 µM; 340,000 compounds, 0.68% hits; AID 504582; in the data active = growth rescue above about 28%, passing the limit was not always enough; inconclusive = no clear call, values can overlap the other calls;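 note: yeast W303a lacking pdr1 and pdr3 grown in galactose medium; growth measured after three days at 30 °C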
Mtb UGM inh = blocks M. tuberculosis UGM enzyme | purified UGM, fluorescence polarization probe displacement | AID 504406 | inhibition, % at 10 µM | 320,000 compounds, 0.06% hits | P9WIQ1; in the data active = inhibition above about 10%, passing the limit was not always enough; inconclusive = no clear call, values can overlap the other calls
GDH-TPI counter = inhibits GDH-TPI coupling enzymes, artifact for Mtb FBA screen. 360,000 compounds, 1.2% hits. AID 588335. inhibition, % at 4.8 µM. GDH-TPI coupled enzyme counterscreen, NADH absorbance; in the data active = inhibition above about 30%;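 note: 0% = DMSO wells and 100% = wells lacking the enzyme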
BoNT A protease = blocks Botulinum neurotoxin A light chain protease; multiplex microsphere protease substrate cleavage, flow cytometry; inhibition, % at 10 µM; 360,000 compounds, 0.17% hits; note: plate controls were buffer without enzyme for full effect and enzyme alone for no effect
FadD28 binding = inhibitors of Mycobacterium tuberculosis FadD28 bisubstrate binding; inhibition, % at 12.5 µM; AID 588549; 360,000 compounds, 0.22% hits; FadD28 bisubstrate probe binding, fluorescence polarization; in the data active = inhibition above about 8.5%, passing the limit was not always enough; inconclusive = no clear call, values can overlap the other calls
* = called active by the depositor; ? = inconclusive; / = no result given; & = joins results of further samples. Cut-off read from the data, not from the text of the source, unless noted: active = inhibition above about 30%; inconclusive = no clear call, values can overlap the other calls; inactive = below that.

Values run as follows: BoNT F protease, FBA Mtb inh, Anthrax LF prot, BioA inh, PfHsp40 rescue, Mtb UGM inh, GDH-TPI counter, BoNT A protease, FadD28 binding
CCN(CC)S(=O)(=O)c1ccc(N2CCOCC2)c(NS(=O)(=O)c2ccc(Cl)s2)c1
    -1, -1, -10, 0.3, /, /, 3, -0.8, -3.0
COC(=O)C(C)NC(=O)CNS(=O)(=O)c1ccc(F)cc1 (stereo unspecified)
    -2, 3, -4, 0.1, -0.9, -1.1, 2, -0.1, -2.0
Cc1nnc(SCC(=O)Nc2nonc2C)s1
    -2, 0, 4, -0.8, 1.2, 0.1, 1, 1.9, 0.2
COCCNC(=O)c1ccc2nc(Cc3ccc(OC)c(OC)c3)oc2c1
    ?, 3, 10, -0.1, -0.7, -0.7, 0, -0.9, -2.9
COc1ccccc1OCC(=O)N1CCN(C(=O)c2ccco2)CC1
    8, 2, 0, 0.3, -0.1, 2.2, -3, -0.4, -2.8
CC(N)c1csc(Nc2ccc(S(C)(=O)=O)cc2)n1 (stereo unspecified)
    -2, -3, -4, 2.0, /, /, -2, -0.2, -3.9
C=CCCC1(CC)C(=O)NC(=S)NC1=O
    3, 3, 2, /, -0.2, /, 3, -0.4, -1.1
C[C@@H]1CN([C@@H](C)CO)C(=O)Cc2cc(NS(=O)(=O)c3ccccc3)ccc2O[C@H]1CN(C)Cc1ccncc1
    -1, -2, -13, -0.5&1.1, -0.2, -0.2, 5, -0.5, -0.9
CCC1Oc2ccc(C)cc2N(CC(=O)NCCc2ccc(OC)c(OC)c2)C1=O (stereo unspecified)
    -12, 5, -5, -0.3, 0.3, /, 30, -0.6, -2.9
CC(NC(=O)Cn1nc(C(=O)O)c2ccccc2c1=O)c1ccccc1 (stereo unspecified)
    -19, 5, -4, -0.3, -0.5, -0.2, 6, -2.3, -1.1
COC(=O)c1ccc(NS(=O)(=O)c2ccc3c(c2)n(C)c(=O)n3C)cc1
    ?, 4, -8, 1.0, 0.8, 2.8, 1, 0.1, -1.5
Oc1c(CN2CCCCC2)cc(Br)c2cccnc12
    -62, 1, -8, -0.5, 4.9, 2.2, -7, -3.4, -0.5
O=C(CSc1nccc(-c2cccs2)n1)Nc1ccc(F)c(Cl)c1
    -7, -1, -7, /, -0.5, -1.4, 7, 1.0, -0.7
CC(Sc1nc2ccccc2[nH]1)C(=O)O (stereo unspecified)
    5, 3, 1, -0.5, -0.2, 1.0, 6, 1.3, 0.2
Nc1ccc(-c2nnnn2-c2ccc(N)cc2)cc1
    -1, 1, -4, -0.7, -0.5, 0.5, 7, -1.1, -1.0
O=C(CSc1ccc(Cl)cc1)NC(=O)NC1CCCC1
    -45, -1, -10, -0.3, 0.8, /, -1, -35, -2.7
C[C@]12CC[C@H](O)C[C@H]1CC[C@@H]1C2CC[C@]2(C)[C@@H](C3=CC(=O)OC3)[C@@H](O)C[C@]12O (stereo partly specified)
    -7, -2, 0, -1.8, 1.1, -0.2, 7, 0.2, 0.0
O=C1CN(c2nc3ccccc3n3cnnc23)CC(=O)N1CCc1ccccc1
    -11, -3, 0, 1.3, 2.0, 1.3, 14, -0.5, -3.6
Cc1ccc(OCC(=O)N2CCC(C)CC2)c([N+](=O)[O-])n1
    2, 3, -6, 0.2, -0.3, 1.0, 7, 0.4, -1.6
CCn1c(=S)[nH]c2sc3c(c2c1=O)CCCC3
    ?, 0, 4, 3.5, 1.5, 2.7, 10, -4.2, -0.5

Profiles, looked up by structure.
Record of Cc1ccc(OCC(=O)N2CCC(C)CC2)c([N+](=O)[O-])n1 → BoNT F protease: 2; FBA Mtb inh: 3; Anthrax LF prot: -6; BioA inh: 0.2; PfHsp40 rescue: -0.3; Mtb UGM inh: 1.0; GDH-TPI counter: 7; BoNT A protease: 0.4; FadD28 binding: -1.6
Record of COC(=O)C(C)NC(=O)CNS(=O)(=O)c1ccc(F)cc1 (stereo unspecified) → BoNT F protease: -2; FBA Mtb inh: 3; Anthrax LF prot: -4; BioA inh: 0.1; PfHsp40 rescue: -0.9; Mtb UGM inh: -1.1; GDH-TPI counter: 2; BoNT A protease: -0.1; FadD28 binding: -2.0

(continued)
Values run as follows: BoNT F protease, FBA Mtb inh, Anthrax LF prot, BioA inh, PfHsp40 rescue, Mtb UGM inh, GDH-TPI counter, BoNT A protease, FadD28 binding
CNC(=O)c1cn2c3c(ccc(Cl)c3c1=O)OC(C)C2 (stereo unspecified)
    -8, 37*, -3, -1.9, -1.0, /, 12, -2.6, -1.6
Cc1ccc(S(=O)(=O)N2CCN(C(=O)COC(=O)CCOc3cc(C)ccc3C)CC2)cc1
    -6, 0, -8, -0.9, 13, -2.5, 2, -4.2, -2.1
CCN(CC)CCOc1nnc(-c2ccc(C)cc2)c2ccccc12
    -8, 3, -1, 10, 0.2, -1.9, 1, 0.4, -4.6
Cc1cc(C)n(CC(=O)N2CCCC(N3CCN(c4ccc(F)cc4)CC3)C2)n1 (stereo unspecified)
    /, 5, /, -1.2, 0.0, 1.3, 8, /, -1.5
COCCNC(=O)C(C)OC(=O)c1cc2sccc2n1C (stereo unspecified)
    5, -3, 2, -1.3, 0.2, 0.0, -1, -0.2, -2.2
S=C1NCN(Cc2ccccc2)CN1C1CCCCC1
    -4, 0, -2, /, 3.3, 3.4, 4, 0.7, -4.1
O=C(COC(=O)CCCOc1ccccc1)NNC(=O)c1ccc([N+](=O)[O-])cc1
    -2, -1, -1, 1.0, 1.0, -1.2, 9, 0.3, -2.6
CC1(C)Cc2nc3oc4c(NCc5ccccc5)ncnc4c3cc2CO1
    -8, 60*, -4, 0.2, 0.8, -1.1, -5, -0.2, ?
O=C(c1cc2ccccc2oc1=O)N1CCN(Cc2ccc3c(c2)OCO3)CC1
    -3, -2, 0, 2.5, -1.1, 1.2, 5, -0.3, -3.2
CCOC(=O)N1CCN=C1SCc1ccc(C(F)(F)F)cc1
    -7, 4, -1, /, 1.6, -2.0, -3, -0.1, -1.0
CC1CN(C(=O)Nc2cccc(C(F)(F)F)c2)CC(C)O1 (stereo unspecified)
    -5, 1, -1, /, -2.5, -1.3, 11, -0.4, -1.1
O=C1c2ccccc2C(=O)N1Nc1ccccc1
    -9, 1, 0, /, -0.6, -0.6, 3, -0.3, -0.1
CC(=O)N/C(=C\c1ccccc1)C(=O)OCC(=O)NC(C)C12CC3CC(CC(C3)C1)C2 (stereo unspecified)
    4, 0, -9, /, 1.8, -0.3, -2, 0.1, -3.7
Cc1nc(Sc2ccccc2)c(C#N)cc1-c1ccccc1
    -14, 3, -2, -0.4, 0.3, 2.1, -6, -2.0, -1.3
O=C(c1ccccc1)N1CCN(C(=O)c2nn3c(C(F)(F)F)cc(-c4ccco4)nc3c2Br)CC1
    6, -7, 1, 0.0, 0.1, 1.1, 13, 3.6, -1.8
COc1ccc(CC(N)c2csc(NC(=O)C(c3ccccc3)c3ccccc3)n2)cc1 (stereo unspecified)
    -15, -1, -8, -1.7, /, /, -5, -0.5, -4.7
CN(C)S(=O)(=O)c1ccc(N2CCCC2=O)c([N+](=O)[O-])c1
    5, 3, -2, /, -0.2, -1.6, 9, 0.1, -0.3
COc1ccc(CC(NC(C)=O)C(=O)N2CCN(C(=O)Nc3cccc(Cl)c3)CC2)cc1OC (stereo unspecified)
    -10, 1, 1, -1.9, -1.9, -0.4, 5, 0.3, -2.8
Cc1ccc(-n2c(-c3ccccc3)c[nH]c2=S)cc1
    4, -1, -1, /, -0.2, -0.8, -6, 0.4, -4.7
Cc1cccc(C)c1NC(=O)COC(=O)CN1C(=O)C2CCCCC2C1=O (stereo unspecified)
    13, -1, 5, -1.4, -0.7, /, 0, 7.5, -0.2
Cc1cc([N+](=O)[O-])ccc1NC(=O)c1sc2ncn(CC(=O)N3CCOCC3)c(=O)c2c1C
    -6, 1, 1, 0.5, -1.9, 1.7, 9, -0.7, -1.4
COc1cccc(OC)c1C(=O)Nc1ccc2nc(C)c(C)nc2c1
    32, 6, -5, -4.4, -0.9, 1.0, 9, 2.7, -3.5
CC(C)CCn1c(SCC(=O)NC2CCS(=O)(=O)C2)nc2cc(Cl)ccc2c1=O (stereo unspecified)
    -5, 0, -4, -2.2, -0.2, -0.2, 4, -2.0, -3.6
O=C(Nc1nnc(C2=COCCO2)o1)c1cccc(F)c1
    -2, -6, 1, 0.1, -0.3, -2.3, -6, -0.1, -2.4
CCC(C(=O)Nc1nc(C)c(C)s1)c1ccccc1 (stereo unspecified)
    3, -3, 1, -0.5, -1.6, 0.8, 0, -3.3, -1.2
CS(=O)(=O)N1CCC(C(=O)NCc2ccc(F)cc2Cl)CC1
    -2, 4, 1, -1.6, -1.1, 0.8, 4, 1.4, 0.8
O=C(Nc1cc(S(=O)(=O)Nc2ccc(Cl)cc2)ccc1N1CCCCC1)c1ccc(F)cc1
    -5, 0, -2, /, -0.5, 2.9, 5, -0.5, -0.8
COc1ccccc1N1CCN(C(CNS(=O)(=O)c2ccccc2)c2cccnc2)CC1 (stereo unspecified)
    -22, 3, 2, 0.3, 0.1, 0.2, 10, 0.9, 0.5
O=C(NCCCC(=O)N1CCCCC1)c1ccc(Cl)cc1
    1, 1, 1, -1.4, -0.3, 0.2, -1, 1.2, 0.1
C/C(=C\C(=O)OCCCCCCCCC(=O)O)C[C@@H]1OC[C@H](C[C@@H]2O[C@H]2[C@@H](C)[C@H](C)O)[C@@H](O)[C@H]1O
    10, -1, -2, 0.4, -1.4, -1.7, 3, -0.3, 0.5
O=C(Nc1ccccc1-c1ccccc1)c1ccccc1[N+](=O)[O-]
    5, 1, -2, -0.7, -0.3, 4.3, 10, -0.7, -1.7
CN(c1ccc(C(=O)NCCSC(C)(C)C)cc1)S(=O)(=O)c1ccccc1
    -2, 0, 2, 1.1, 2.1, -0.7, 0, 0.4, -4.7
C=C1C(O)(c2ccccc2)C2CC[N+]1(C)CC2 (stereo unspecified)
    -1, -1, 4, 1.0, 2.2, -1.3, -7, 0.9, -0.8
CC(O)(P(=O)(O)O)P(=O)(O)O
    4, 6, -10, 0.5, -0.8, /, -1, -0.1, -1.9
CCOC(=O)c1ccc(CNCc2ccccc2)cc1
    -2, 2, 0, /, -0.3, -0.5, 5, -0.3, -1.6
CCOc1nc(NCCO)nc(Nc2ccccc2F)n1
    -6, 1, -1, /, 0.0, -1.2, 3, -0.4, -4.3
CC(=O)c1cccc(NC(=S)Nc2cccc3ccccc23)c1
    8, 42*, 2, -0.9, -1.5, 2.1, 8, 1.9, -2.4
Cc1ccc(C(c2c(O)nc3n(c2=O)CCS3)c2c(O)nc3n(c2=O)CCS3)cc1
    2, 3, 0, /, -0.2, -0.6, 11, 0.6, -1.2
C=CCn1c(SCC(O)Cn2c3ccccc3c3ccccc32)nnc1-c1ccco1 (stereo unspecified)
    -7, 1, 1, /, 12, -2.3, -8, -0.1, -14
Cc1ccc(OCc2nnnn2-c2ccccc2)cc1
    -22, 5, 0, /, -0.5, -0.7, 4, -0.7, -1.0
CC1CCN(C(=O)/C(=C\c2ccccc2)NC(=O)c2ccccc2)CC1
    1, 0, 1, 5.0, 1.1, 3.2, 2, -0.1, -0.6
O=C(Nc1ccncc1)C1CCN(S(=O)(=O)c2ccc(Cl)c(C(F)(F)F)c2)CC1
    -3, 1, -5, 11, 1.8, -1.5, -11, -0.5, -0.7
COc1ccc(-c2csc(NC(=O)CN3C(=O)CCC3=O)n2)cc1
    3, 2, -2, /, -0.1, 2.0, -10, -0.4, -2.2
O=C(CCc1ccccc1)NNC(=O)COc1ccc(Br)cc1
    -16, -1, -9, -1.6, 1.0, -1.0, 0, -0.7, -3.6
CCOC(=O)C(NC(=O)c1ccc(OC)cc1)(OCC1(CC)COC1)C(F)(F)F (stereo unspecified)
    2, -2, 1, -5.1, -0.4, -3.1, -3, 0.9, -0.6
CSc1nnc(NC(=O)c2ccc(C)c(S(=O)(=O)N3CCOCC3)c2)s1
    0, 5, -3, -0.6, 0.3, 2.4, 22, -0.1, -3.9
COC(=O)c1ccc(COc2ccccc2/C=C(\C#N)C(=O)Nc2ccc(C)cc2C)cc1
    -1, -3, -1, 2.4, 0.0, -4.4, 2, -0.4, -1.2
O=C(c1ccco1)N1CCN(c2c([N+](=O)[O-])nn(-c3ccc(Cl)cc3)[n+]2[O-])CC1
    -5, 4, -3, /, -1.8, 0.3, -1, -0.3, -0.2
